Source: PubChem BioAssay
TCR CD3 inh: blocks the human TCR-CD3 interaction. TAMRA-labeled TCR probe fluorescence, biochemical. inhibition, % at 9.4 µM. 360,000 compounds, 0.37% hits; in the data active = inhibition above about 19%;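 also: recombinant mutant TCR 2C K166C tagged with TAMRA read by polarization; 0% = receptor in buffer alone and 100% = receptor with positive control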
SIAE inh: blocks human sialic acid acetylesterase; Q9HAT2; SIAE FP-Rh probe binding, fluorescence polarization; inhibition, % at 9.66 µM; 370,000 compounds, 0.69% hits; AID 1053197;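 active = inhibition above a cutoff: mean of compounds within the control limits plus 3 SD of those, cut at about 17% in these data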;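 also: 0% = plate median of compound wells and 100% = probe without SIAE protein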
UHRF1 binding: blocks human UHRF1 binding to methylated DNA. Q96T88. UHRF1 binding to methylated oligo, TR-FRET. inhibition, % at 4.4 µM. 370,000 compounds, 0.75% hits. AID 687016; in the data active = inhibition above about 21%;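 also: UHRF1 SRA domain binding a hemimethylated CpG hairpin DNA probe; 0% = median of test compound wells and 100% = reference inhibitor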
Target sequence (Q96T88 whole entry, looked up, the tested form may be a part): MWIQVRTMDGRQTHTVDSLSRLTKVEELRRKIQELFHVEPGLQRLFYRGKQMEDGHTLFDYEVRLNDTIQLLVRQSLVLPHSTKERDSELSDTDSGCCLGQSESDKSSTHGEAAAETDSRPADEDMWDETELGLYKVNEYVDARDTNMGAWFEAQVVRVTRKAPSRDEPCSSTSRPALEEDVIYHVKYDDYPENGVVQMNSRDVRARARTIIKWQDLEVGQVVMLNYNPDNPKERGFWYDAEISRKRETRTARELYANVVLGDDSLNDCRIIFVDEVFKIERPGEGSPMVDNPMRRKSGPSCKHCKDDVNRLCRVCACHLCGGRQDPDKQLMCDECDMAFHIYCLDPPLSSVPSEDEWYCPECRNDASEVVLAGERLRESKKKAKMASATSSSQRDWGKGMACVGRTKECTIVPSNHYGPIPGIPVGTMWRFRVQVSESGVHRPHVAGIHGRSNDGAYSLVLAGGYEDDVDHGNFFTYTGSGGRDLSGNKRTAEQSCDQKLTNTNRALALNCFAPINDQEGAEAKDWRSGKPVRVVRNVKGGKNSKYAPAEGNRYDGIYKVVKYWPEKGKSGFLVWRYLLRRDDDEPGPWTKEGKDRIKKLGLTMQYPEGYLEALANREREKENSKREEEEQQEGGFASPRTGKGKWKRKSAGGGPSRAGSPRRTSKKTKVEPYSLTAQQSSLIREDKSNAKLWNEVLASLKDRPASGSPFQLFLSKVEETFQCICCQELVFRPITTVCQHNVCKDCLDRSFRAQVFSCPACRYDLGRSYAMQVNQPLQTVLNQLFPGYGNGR
LEDGF integ inh: blocks HIV-1 LEDGF/p75-dependent DNA integration; TR-FRET IN-LEDGF/p75 DNA integration, Eu/Cy5; inhibition, % at 3.7 µM; 370,000 compounds, 0.64% hits;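 active = inhibition above the screen-wide mean plus 3 SD, cut at about 13% in these data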;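 also: signal is the Cy5 over europium emission ratio at 671 and 618 nm; 0% = plate median of compound wells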
Tn6 DDE FP: inhibitors of Tn6 peptide binding to human fibrin DD(E); 370,000 compounds, 0.21% hits; AID 720509; inhibition, % at 8.3 µM; P02675; Fibrin DD(E) TRITC-Tn6 fluorescence polarization displacement;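 active = inhibition above a per-campaign cutoff: mean of compounds within control limits plus 3 SD, cut at about 15% in these data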;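 also: 0% = median of all compound wells on the plate and 100% = blocking peptide control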
PRMT1 FP inh: inhibitors of human PRMT1; inhibition, % at 2.79 µM; Q99873; recombinant PRMT1, activity-based probe fluorescence polarization; 370,000 compounds, 1.3% hits; AID 652257;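 active = inhibition above about 21% made by adding two undisclosed values, limit read from the data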
TDP2 inh: TDP2 (human) inhibition, absorbance primary screen; recombinant TDP2, T5PNP hydrolysis, p-nitrophenol absorbance 415 nm; inhibition, % at 12.8 µM; 370,000 compounds, 0.34% hits; AID 720702;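 active = inhibition above the mean of all tested compounds plus 3 SD, set per campaign, cut at about 25% in these data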;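 also: 0% = DMSO with enzyme and 100% = buffer with substrate but no TDP2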
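test system = human TDP2 enzyme | input = TDP2 enzyme at 120 nM final | medium = 50 mM Tris-HCl pH 7.5 with Mg2+, KCl, DTT, BSA | also added = T5PNP substrate, 5 mM | times = 2 h at 37 °C | technique = epi absorbance | benchmarks = high control without enzyme, low control DMSO plus TDP2 | replication = each compound tested once, singlicate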
Tn7 DDE FP: disrupts Tn7 cyclic peptide binding to fibrin D-Dimer-E complex; 370,000 compounds, 0.13% hits; AID 720508; inhibition, % at 8.3 µM; FP displacement of FITC-Tn7 peptide from fibrin DD(E); 0% = median of compound wells per plate; P02675;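 active = inhibition above the mean of compounds falling within the control limits plus 3 SD of them, cut at about 14% in these data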;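 also: 0% = plate median of compound wells and 100% = 10 µM Aha-Tn7 peptide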
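Test system: human clot-derived fibrin DD(E) complex / Quantity: 2 µM final DD(E) protein / Incubation: 10 min plus 3 h, room temperature / Measured by: fluorescence polarization / Benchmarks: high control of 10 µM Aha-Tn7 peptide / Replicates: singlicate testing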
proKLK7 act: activates the human kallikrein-7 zymogen; P49862; purified proKLK7, EDANS-DABCYL substrate fluorescence; 100% is mature enzyme control, 0% vehicle; activation, % at 7 µM; 370,000 compounds, 0.9% hits; AID 652039;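 active = activation above the mean of all tested compounds plus 3 SD, computed per campaign excluding outliers beyond control limits, cut at about 13% in these data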
MBD2 inh: inhibitors of human MBD2 binding to methylated oligonucleotide; inhibition, % at 4.4 µM; AID 686964; TR-FRET; 370,000 compounds, 0.31% hits; Q9UBB5; in the data active = inhibition above about 13%
Active calls of the source: *; & = joins results of further samples. This is a subset; count on the stated rates, not on these rows.

| TCR CD3 inh | SIAE inh | UHRF1 binding | LEDGF integ inh | Tn6 DDE FP | PRMT1 FP inh | TDP2 inh | Tn7 DDE FP | proKLK7 act | MBD2 inh | Molecule |
| --- | --- | --- | --- | --- | --- | --- | --- | --- | --- | --- |
| -5.0 | -1.6 | 0.7 | 3.1 | -5.4 | -0.4 | 0.4 | 2.2 | -1.0 | -1.2 | COc1ccc(/C=C/C(=O)O)cc1 |
| 6.0 | -0.5 | -2.9 | -1.4 | -2.5 | -1.2 | 4.3 | 6.6 | -0.2 | -1.1 | NNC(=O)CP(=O)(c1ccccc1)c1ccccc1 |
| -5.9 | 0.5 | 0.0 | -0.5 | 7.2 | 1.0 | -2.1 | 10.1 | 0.2 | 1.8 | Cc1cccc(C)c1NC(=O)C1CCCCN1C (stereo not given) |
| -2.5 | -0.6 | 0.6 | -4.3 | 7.8 | 4.6 | 0.7 | -3.0 | -1.2 | 1.3 | CC[C@]1(O)C[C@@H]2CN(CCc3c([nH]c4ccccc34)[C@@](C(=O)OC)(c3cc4c(cc3OC)N(C)[C@H]3[C@@](O)(C(=O)OC)[C@H](OC(C)=O)[C@]5(CC)C=CCN6CC[C@]43[C@@H]65)C2)C1 |
| -4.8 | 6.2 | 17.8 | 40.1* | 5.8 | 94.7* | 33.8* | 3.5 | 1.8 | -7.7 | CC1OC(CC(=O)O)CC2=C1C(=O)c1c(O)cccc1C2=O (stereo not given) |
| 0.7 | -0.1 | 3.5 | 4.8 | -4.5 | -3.2 | -18.2 | -1.2 | -0.5 | 1.9 | C[C@@H]1C[C@H]2[C@@H]3C[C@H](F)C4=CC(=O)C=C[C@]4(C)[C@@]3(F)[C@@H](O)C[C@]2(C)[C@@]1(O)C(=O)COC(=O)C(C)(C)C |
| 8.9 | -2.5 | -3.1 | -2.4 | 12.5 | -1.3 | 0.3 | 2.2 | -0.3 | 3.2 | COc1ccc(CN2CCN(C(c3ccc(F)cc3)c3ccc(F)cc3)CC2)c(OC)c1OC |
| 0.1 | -16.2 | -1.6 | -0.6 | 3.8 | -3.5 | 5.4 | -5.7 | 0.6 | -2.2 | O=C1Cc2c([nH]c3ccc([N+](=O)[O-])cc23)-c2ccccc2N1 |
| -6.4 | -5.0 | -0.2 | 0.2 | -2.2 | 1.1 | 2.4 | -2.4 | 0.1 | 4.8 | C/C=C(/C)C(=O)O[C@@H]1c2cc(OC)c(OC)c(OC)c2-c2c(cc3c(c2OC)OCO3)C[C@H](C)[C@]1(C)O |
| 3.3 | 4.2 | 2.0 | -1.6 | -2.1 | -1.3 | -7.2 | -3.9 | 0.7 | 0.2 | CCOC(=O)NNc1nncc2ccccc12 |
| 7.9 | 16.5 | -2.6 | 12.1 | -6.9 | 9.9 | -11.5 | 8.1 | -2.0 | 3.0 | C[C@H]1c2cccc(O)c2C(O)=C2C(=O)[C@]3(O)C(O)=C(C(N)=O)C(=O)[C@@H](N(C)C)C3[C@@H](O)C21 (stereo not given in full) |
| 52.5* | 68.7* | 97.7* | 85.0* | -5.3 | 51.8* | 21.7 | 1.7 | -7.6 | 91.0* | C=C1c2cccc(O)c2C(O)=C2C(=O)[C@]3(O)C(O)=C(C(N)=O)C(=O)[C@@H](N(C)C)[C@@H]3[C@@H](O)[C@H]12 |
| 11.0 | 6.8 | -0.3 | -0.4 | 8.7 | 1.8 | -5.6 | 4.4 | 0.1 | -1.5 | CCCCC1C(=O)N(c2ccccc2)N(c2ccccc2)C1=O |
| 3.1 | 9.6 | 1.6 | 7.1 | -0.5 | -4.6 | 5.7 | -3.9 | -0.5 | -0.5 | COc1cc([C@H]2Oc3cc([C@H]4Oc5cc(O)cc(O)c5C(=O)[C@@H]4O)ccc3O[C@@H]2CO)ccc1O |
| 1.1 | 5.6 | 1.1 | 3.6 | -8.2 | -6.6 | -15.5 | -6.1 | 0.2 | -6.9 | CC(=O)Nc1ccc(O)cc1 |

Compound profiles (already shown). Order of screens: TCR CD3 inh, SIAE inh, UHRF1 binding, LEDGF integ inh, Tn6 DDE FP, PRMT1 FP inh, TDP2 inh, Tn7 DDE FP, proKLK7 act, MBD2 inh
Profile of `COc1cc([C@H]2Oc3cc([C@H]4Oc5cc(O)cc(O)c5C(=O)[C@@H]4O)ccc3O[C@@H]2CO)ccc1O` → 3.1, 9.6, 1.6, 7.1, -0.5, -4.6, 5.7, -3.9, -0.5, -0.5
Profile of `Cc1cccc(C)c1NC(=O)C1CCCCN1C` (stereo not given) → -5.9, 0.5, 0.0, -0.5, 7.2, 1.0, -2.1, 10.1, 0.2, 1.8
Profile of `C[C@@H]1C[C@H]2[C@@H]3C[C@H](F)C4=CC(=O)C=C[C@]4(C)[C@@]3(F)[C@@H](O)C[C@]2(C)[C@@]1(O)C(=O)COC(=O)C(C)(C)C` → 0.7, -0.1, 3.5, 4.8, -4.5, -3.2, -18.2, -1.2, -0.5, 1.9

Additional results follow:
| TCR CD3 inh | SIAE inh | UHRF1 binding | LEDGF integ inh | Tn6 DDE FP | PRMT1 FP inh | TDP2 inh | Tn7 DDE FP | proKLK7 act | MBD2 inh | Molecule |
| --- | --- | --- | --- | --- | --- | --- | --- | --- | --- | --- |
| 4.0 | 0.9 | -2.6 | 1.8 | 9.8 | -3.6 | 3.0 | 7.8 | 0.5 | -7.1 | NC(N)=NC(=O)Cc1c(Cl)cccc1Cl |
| -6.8 | 3.6 | -0.9 | -4.8 | 4.2 | 3.8 | 1.8 | 0.8 | 0.0 | -1.9 | COC(c1ccccc1)(c1ccccc1)C(Oc1nc(C)cc(C)n1)C(=O)O (stereo not given) |
| -11.0&0.9 | -4.3&-0.9 | 0.6&-0.5 | -1.3&0.7 | 4.4&1.0 | 4.3&-3.7 | 0.9&3.8 | 0.8&-1.5 | -0.3&-0.3 | 4.5&-1.0 | O=C(O)CNC(=O)c1ccccc1 |
| -7.5 | -3.9 | 3.0 | -1.9 | -3.1 | 1.0 | -1.2 | 3.7 | 0.5 | 5.2 | Cn1c(=O)c2c(ncn2CCO)n(C)c1=O |
| -2.0 | 8.1 | 1.4 | -1.4 | 4.9 | 3.8 | 5.6 | 2.0 | 0.2 | 1.5 | CCCCOc1ccc(CC(=O)NO)cc1 |
| 0.4 | -5.8 | 0.8 | 3.0 | -1.7 | -2.2 | 9.7 | -3.1 | -0.2 | -3.4 | O=c1ccn([C@H]2C[C@H](O)[C@@H](CO)O2)c(=O)[nH]1 |

In the list so far, these contain fluorine.
| TCR CD3 inh | SIAE inh | UHRF1 binding | LEDGF integ inh | Tn6 DDE FP | PRMT1 FP inh | TDP2 inh | Tn7 DDE FP | proKLK7 act | MBD2 inh | Molecule |
| --- | --- | --- | --- | --- | --- | --- | --- | --- | --- | --- |
| 0.7 | -0.1 | 3.5 | 4.8 | -4.5 | -3.2 | -18.2 | -1.2 | -0.5 | 1.9 | C[C@@H]1C[C@H]2[C@@H]3C[C@H](F)C4=CC(=O)C=C[C@]4(C)[C@@]3(F)[C@@H](O)C[C@]2(C)[C@@]1(O)C(=O)COC(=O)C(C)(C)C |
| 8.9 | -2.5 | -3.1 | -2.4 | 12.5 | -1.3 | 0.3 | 2.2 | -0.3 | 3.2 | COc1ccc(CN2CCN(C(c3ccc(F)cc3)c3ccc(F)cc3)CC2)c(OC)c1OC |
